Source: PubChem BioAssay (several laboratories)
K1F lysis inhibition: inhibition of K1F phage lysis, E. coli UTI89, bacterial capsule biogenesis inhibitors, alamar blue (AID 488966); 340,000 compounds, 0.02% hits; one-dose inhibition, % at 100 µM; IC50 in µM for titrated hits; E. coli UTI89 K1F phage lysis, alamar blue, 2 h; higher % means a stronger effect;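 active means phage lysis inhibition, versus mean bacterial control, above a set limit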;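 further: capsule biogenesis inhibitors block K1F phage lysis so surviving cells raise fluorescence; higher fluorescence means more inhibition of phage lysis; actives were called in the ten point dose series up to 300 µM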
M17LAP inhibition: P. falciparum M17LAP inhibitors, primary screen, biochemical, fluorogenic H-Leu-NHMec substrate, 1536-well (AID 1619); Leucine aminopeptidase (Plasmodium falciparum (isolate 3D7)); recombinant M17LAP, H-Leu-NHMec fluorogenic kinetic assay; higher % means a stronger effect; one-dose inhibition, % at 30 µM; IC50 in µM for titrated hits; 220,000 compounds, 0.38% hits;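 active means compound inhibiting the enzyme by more than half at any dose during confirmatory dose-response retesting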;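 further: plate controls were full reaction with DMSO carrier for no effect and no enzyme background for full effect; strong numbers were not always called active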
CSM14.1 death rescue: rescue of cells from ER stress-induced death, primary screen, 384-well, CSM14.1, thapsigargin, ATP luminescence (AID 1222) | CSM14.1 thapsigargin-induced death rescue, ATP luminescence; higher % means a stronger effect | cellular ATP content (survival), % at 20 µM, or EC50 in µM where a hit was titrated | 190,000 tested, under 10 active;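 active means EC50 below 50 µM in the dose-response confirmation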;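 further: death triggered by thapsigargin at about 15 µM added after 2 h compound pretreatment; cell ATP read after overnight thapsigargin exposure of roughly 18 to 22 hours; normalized against plate controls of thapsigargin alone and 5% DMSO vehicle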
bCat nuc transl: modulators of beta-catenin nuclear translocation, primary screen, imaging, HeLa cells, immunofluorescence, high-content; nuclear translocation activity, % at 5 µM; 190,000 compounds, 0.3% hits; AID 1665, 2009;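 active means nuclear translocation activity above 50% at 5 µM, with a well cell count of 50 or more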;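 further: per-cell ratio of nuclear to cytoplasmic median beta-catenin stain intensity; plate controls were DMSO negative control for no effect and GSK-3 inhibitor IX positive control for full effect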
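test system = HeLa cells, endogenous beta-catenin | dosing = single 5 µM dose plus 0.02–20 µM confirmation series | times = compound treatment 24 h, 37°C, 5% CO2 | technique = beta-catenin immunofluorescence imaging with DAPI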
Autophagy mod: autophagy modulators in MEF cells, primary screen, imaging, high-content, MEF GFP-LC3; MEF GFP-LC3 puncta imaging; test concentration mostly 10 µM; 190,000 compounds, 0.98% hits; calls only at 10 µM (by protocol);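 active means percentage of spot-positive cells more than 3 SD above its plate mean, without a fluorescence outlier flag or 80% toxicity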;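 further: spot-positive cell cutoff set from DMSO-treated cells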
Ins promoter up: insulin promoter activators in MIN6 cells, imaging, high-content screening, mouse beta cells. MIN6 insulin promoter-GFP reporter; stronger effect = higher value. z-score at 5 µM. 190,000 compounds, 0.3% hits. AID 1625, 2009;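 active means z-score above 3 at 5 µM with at least 500 cells counted in the well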
MT stabilize HCS: microtubule stabilizers in HeLa cells, primary screen, imaging, high-content imaging; % tubulin-high responders, % at 10 µM; AID 2205, 2009; HeLa tubulin immunostaining HCS, 24 h; share of cells brighter than vehicle mean+2SD; 200,000 compounds, 0.83% hits;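 active means plate Z-score above 3 for both tubulin-high and condensed-nucleus cell shares, with cell loss under 80%, at 10 µM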;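 further: anti alpha tubulin signal scored within the nucleus-defined area of each cell; some results filed as inactive read as strong as hits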
P. falciparum M1AAP: P. falciparum M1AAP inhibitors, biochemical, fluorogenic H-Leu-NHMec substrate, 1536-well (AID 1445). recombinant M1AAP, H-Leu-NHMec fluorogenic kinetic assay; higher % means a stronger effect. inhibition, % at 30 µM, or IC50 in µM where a hit was titrated. 220,000 compounds, 0.42% hits. Aminopeptidase N (Plasmodium falciparum (isolate 3D7));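 active means primary inhibition above the hit cutoff, then over 50% inhibition at one or more dose response concentrations, cut at about 23% in these data, passing the limit was not always enough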;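 further: plate controls were DMSO full reaction for no effect and no enzyme background for full effect; strong numbers were not always called active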
Dynein cargo inh: inhibitors of GR-EGFP nuclear translocation, primary screen, dynein cargo transport inhibitor project, imaging, high-content, 3617.4 mouse cells; z-score, hits read low; 220,000 compounds, 0.47% hits; test concentration mostly 20 µM; stimulated with dexamethasone, 1 µM; stronger effect = lower value;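 active means plate z-score of nuclear minus cytoplasmic receptor signal below a set negative limit, without overly bright fluorescence or cell loss, cut at about -3.5 in these data, passing the limit was not always enough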;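 further: z-score of nuclear minus cytoplasmic ring GR-EGFP intensity difference per well; some compounds called inactive have numbers as strong as hits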
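Buffer or medium: tetracycline-free induction medium containing charcoal-stripped FBS / Reagent: dexamethasone agonist, 1.0 µM final, for 30 min / Technique: automated 10x imaging of fixed Hoechst-stained cells / Times: induction 48 h, compound 1 h, agonist 30 min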
Dynein cargo inh cytoplasmic EGFP: also measured in Dynein cargo inh; calls as there; z-score; measured here: cytoplasmic GR-EGFP intensity; stronger effect = higher value
Dynein cargo inh nuclear GR-EGFP: also measured in Dynein cargo inh; calls as there; z-score; measured here: nuclear GR-EGFP intensity;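 lower value marks the stronger effect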
Dynein cargo inh cell count: further read-out of Dynein cargo inh, marked with its call; z-score; measured here: cell count per field
Ins promoter up cell count: second read-out of Ins promoter up, no call of its own (marks repeat the call); cell count; measured here: cytotoxicity, nuclei count;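 total cells summed across four imaged fields per well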
bCat nuc transl cell count 5 µM: recorded beside bCat nuc transl, whose call it bears; cell count; measured here: cell count, cytotoxicity flag
MT stabilize HCS Hoechst-high %: second read-out of MT stabilize HCS, no call of its own (marks repeat the call); % Hoechst-high responders; measured here: nuclear condensation Hoechst responders;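 share of cells brighter than vehicle mean plus two SD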
MT stabilize HCS cytotoxicity %: recorded beside MT stabilize HCS, whose call it bears; toxicity, %; measured here: cytotoxicity by cell density;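 0% = mean cell density of plate MIN control wells and 100% = no cells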
Autophagy mod cell loss 18 h: recorded beside Autophagy mod, whose call it bears; toxicity, %; measured here: cell loss, nuclei count;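 cell loss after 18 h compound exposure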
The depositor's hits bear a star; i = inactive; . = no result given; [ ] = remark or other dose. Rows are unselected; 2.9% or so of the library scored in one or more.

SMILES	K1F lysis inhibition	M17LAP inhibition	CSM14.1 death rescue	bCat nuc transl	bCat nuc transl cell count 5 µM	Autophagy mod	Autophagy mod cell loss 18 h	Ins promoter up	Ins promoter up cell count	MT stabilize HCS	MT stabilize HCS Hoechst-high %	MT stabilize HCS cytotoxicity %	P. falciparum M1AAP	Dynein cargo inh	Dynein cargo inh cytoplasmic EGFP	Dynein cargo inh nuclear GR-EGFP	Dynein cargo inh cell count
CCC(C)n1c(-c2cc(OC)c(OC)c(OC)c2)nc2nc3ccccc3nc21 (stereo unspecified)	.	11%	-3.6%	-1.0	1073	i	6	-0.18	1813	3.9	0.9	5.2	19%	-0.11	-0.18	-0.18	-0.69
O=C(COc1ccccc1)N1CCN(c2ccccc2)CC1	-0.2%	12%	1.3%	-2.2	541	i	-13	0.11	1257	1.5	3.7	9.5	7%	-0.29	-0.11	-0.51	0.29
O=CC1=C(N2CCOCC2)/C(=C\c2ccccc2)CC1	-0.5%	4%	-2.5%	-0.1	1119	i	12	.	.	5.1	2.9	2.0	4%	-0.74	-0.12	-0.45	0.07
O=C(NCCc1ccccc1)C1CCN(S(=O)(=O)c2cccc3nonc23)CC1	-2.4%[50 µM]	-13%	0.9%	.	.	i	-10	0.45	986	2.6	1.4	9.9	4%	-0.41	-0.13	0.09	-0.099
COc1ccc2nc(NC(=O)c3cc(S(=O)(=O)N4CCOCC4)ccc3C)sc2c1	0.8%	-6%	5.4%	0.9	956	i	0	.	.	1.6	1.3	10	-3%	0.77	-0.19	0.48	-0.35
O=C(CCSCc1ccccc1Cl)NCc1ccco1	2.8%	-2%	-0.8%	-0.5	1145	i	-37	0.55	1222	2.7	2.1	3.4	-3%	0.65	-0.13	0.37	-0.75
COc1ccc(CC(=O)Nc2ccc3c(c2)CCC3)cc1OC	0.8%	22%	-3.8%	2.5	1092	i	3	.	.	2.3	1.5	5.0	-21%	3.4	-0.039	1.6	-1.5
O=C(NCc1ccco1)c1sc2cccc(F)c2c1Cl	3.1%	24%	-3.2%	-0.6	811	i	-5	0.32	1285	2.4	1.2	5.5	8%	-0.45	-0.17	-0.85	0.97
CCN(CC(=O)NC1CCS(=O)(=O)C1)C(=O)/C=C/c1cccs1 (stereo unspecified)	0.1%	25%	1.0%	-2.3	1214	i	0	0.55	1406	4.0	1.7	7.1	1%	-0.37	-0.27	-0.47	1.8
O=C1NC(c2ccccc2)C(C(=O)c2cccs2)=C1O (stereo unspecified)	0.8%	41%	1.1%	2.2	1190	i	3	0.36	1204	4.5	3.3	11	7%	-1.1	-0.21	-0.33	0.2
O=S(=O)(Nc1nc2ccccc2nc1Nc1cccc(S(=O)(=O)N2CCCCC2)c1)c1ccccc1	0.5%	6%	7.4%	.	.	i	2	-0.97	907	2.6	5.4	5.5	92µM*	-0.34	-0.31	-0.52	0.71
COc1ccccc1NC(=S)N1CCN(Cc2ccc3c(c2)OCO3)CC1	4.4%	-2%	0.3%	1.2	910	i	13	-0.29	1241	1.7	1.2	6.0	0%	1.3	0.85	1.9	-3.5
O=C(CCc1ccccc1)Nc1ccc(N2CCCCC2)cc1	0.5%	5%	8.7%	3.2	447	i	1	-0.05	1161	2.7	3.3	6.9	4%	-0.43	-0.31	-0.47	0.73
O=C(Nc1ncc(S(=O)(=O)c2ccc([N+](=O)[O-])cc2)s1)c1ccc2ccccc2c1	5.0%	-16%	1.4%	0.9	926	i	-6	-0.58	1070	3.1	1.7	0.7	-1%	-0.56	-0.091	0.3	-0.46
Cc1ccc(C)c(NC(=S)NC2CC3CCC(C2)N3Cc2ccco2)c1 (stereo unspecified)	0.5%	3%	1.1%	-2.0	1474	i	8	0.78	1111	4.1	1.9	7.8	4%	0.41	-0.22	0.77	0.48
COC(=O)c1cccc(NC(=O)c2nn(C(C)C)c(=O)c3ccccc23)c1	6.7%	0%	-1.7%	-1.5	1072	i	21	-1.1	1843	4.1	2.8	16	5%	2.9	0.13	1.4	-1.2
COc1ccc(NC(=O)CNc2cccc(C#N)c2)cc1Cl	5.7%	11%	0.9%	-5.1	1179	i	25	.	.	4.1	2.9	3.1	2%	1.6	-0.22	0.095	-1.5
S=C(NCCc1c[nH]c2ccccc12)NC1CCCC1	0.0%	1%	-2.5%	0.3	965	i	3	-0.42	1435	8.5	0.7	1.0	-5%	-0.29	-0.23	-0.26	0.35
CC(C)CC(C(=O)Nc1oc(-c2ccco2)c(-c2ccco2)c1C#N)N1C(=O)c2ccccc2C1=O (stereo unspecified)	4.3%	-4%	0.0%	-4.1	928	i	-5	0.41	1588	2.2	1.5	5.6	14%	-0.93	-0.16	-0.44	0.6
CCCCOCCCNC(=O)CN1C(=O)c2ccccc2C1=O	2.0%	38%	-3.3%	-0.7	1119	i	4	0.83	737	1.9	1.4	7.6	0%	1.5	-0.25	1.2	-0.88
Cc1cccc(OCC(=O)Nc2cccc(O)c2)c1	-0.1%	-1%	.	-1.0	1111	i	-3	-0.33	1300	3.9	2.4	5.9	-3%	0.004	-0.12	0.016	1.1
CCN(CC)CCOC(c1ccccc1)c1ccc(C)cc1 (stereo unspecified)	4.4%	15%	-1.6%	2.8	434	i	0	-0.7	1174	2.5	3.2	7.0	2%	-0.62	-0.24	-0.4	0.14
COc1ccc(C(C(N)=O)c2ncc(C(F)(F)F)cc2Cl)cc1 (stereo unspecified)	0.1%	-6%	.	-0.6	1136	i	7	-0.99	1385	4.4	1.9	8.8	-2%	-0.19	-0.26	-0.39	1.1
COc1cccc(C(=O)NNC(=O)Cc2ccc([N+](=O)[O-])cc2)c1	3.6%	4%	0.2%	-1.2	1124	i	-5	-0.19	1414	6.6	2.1	4.2	0%	1.7	-0.16	1.1	-0.8
CC(C)Sc1nc(NCc2ccco2)c2c3c(sc2n1)COC(C)(C)C3	0.5%	-40%	11%	-1.1	1026	i	2	-0.88	1175	1.4	1.4	3.5	9%	-1.2	0.15	-0.28	0.23

An excerpt from above in order of their number in M17LAP inhibition, low to high.
SMILES	M17LAP inhibition
O=C(Nc1ncc(S(=O)(=O)c2ccc([N+](=O)[O-])cc2)s1)c1ccc2ccccc2c1	-16%
S=C(NCCc1c[nH]c2ccccc12)NC1CCCC1	1%
COc1ccc(CC(=O)Nc2ccc3c(c2)CCC3)cc1OC	22%

(cont.)
SMILES	K1F lysis inhibition	M17LAP inhibition	CSM14.1 death rescue	bCat nuc transl	bCat nuc transl cell count 5 µM	Autophagy mod	Autophagy mod cell loss 18 h	Ins promoter up	Ins promoter up cell count	MT stabilize HCS	MT stabilize HCS Hoechst-high %	MT stabilize HCS cytotoxicity %	P. falciparum M1AAP	Dynein cargo inh	Dynein cargo inh cytoplasmic EGFP	Dynein cargo inh nuclear GR-EGFP	Dynein cargo inh cell count
Cc1cc(C(=O)CSc2nn3c(=O)c(C(C)(C)C)nnc3s2)c(C)n1C	0.3%	-3%	-2.6%	0.2	942	i	6	0.57	1535	2.3	1.5	3.6	6%	-0.32	0.88	0.15	0.048
Cc1cc(CNC(=O)C(C)n2nc(C)c([N+](=O)[O-])c2C)c2ccccc2n1 (stereo unspecified)	0.1%	-6%	0.0%	0.5	1047	i	-8	0.12	1317	1.7	2.6	6.9	3%	1.7	-0.018	0.56	-2.3
Cc1nn(C)cc1[C@@H]1C[C@H]2CN(Cc3cccc(Cl)c3)C(=O)[C@]23CCCN13	0.0%	2%	-0.4%	2.4	1039	i	53	-0.41	1433	2.4	2.5	6.3	4%	-0.55	-0.16	-0.41	-0.001
Cc1ccc(-n2nc(C(=O)N3CCN(C)CC3)c3c4ccccc4n(C)c3c2=O)cc1	-0.5%	.	.	.	.	i	1	.	.	3.3	1.6	5.1	.	-0.94	-0.28	-0.72	0.39
COc1ccccc1CC(=O)Nc1ccc(Cl)cc1C(=O)O	-0.8%	33%	1.4%	-1.5	1011	i	8	0.17	1383	2.8	1.3	4.9	4%	-0.13	-0.33	-0.075	0.51
Cn1c2c(c(=O)n(C)c1=O)C(c1ccc(Cl)cc1)C(C#N)=C(N)O2 (stereo unspecified)	1.7%	6%	-1.8%	0.1	1083	i	8	.	.	4.4	2.4	1.7	0%	1.9	-0.24	1	-1.2
CCOC(=O)Cc1csc(NC(=O)CCSc2ccccc2)n1	0.1%	0%	0.8%	-6.2	1064	i	9	-0.97	1624	6.4	1.6	6.4	4%	-0.18	-0.18	0.64	1.1
CCn1ncc(/C=N\NC(=O)c2cc(-c3ccc(C)cc3C)nc3ccccc23)c1C	6.8%	2%	-3.7%	-2.6	1154	i	-9	0.27	878	44*	26*	30*	3%	-0.43	-0.25	0.12	0.67
O=C(O)c1cncc(Br)c1	0.3%	9%	.	-2.8	1223	.	.	-0.03	1461	.	.	.	-1%	-0.00024	-0.24	-0.019	0.44
C=CCSc1nc2ccccc2c(=O)n1Cc1ccccc1	-0.1%	9%	-1.5%	0.4	1046	i	2	-0.66	1248	2.0	2.2	1.8	15%	-0.75	-0.34	-0.23	0.56
